# Rab2A wt mod: changes GTP binding to wildtype dog Rab2A, up or down. P61105. GTP binding activity, % at 10 µM. 190,000 tested, 0.19% active. AID 760. GST-Rab2 wt beads, Bodipy-GTP binding, flow cytometry;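 active = GTP binding activity at least 20 points away from 100%, either lowered or raised; inconclusive = signal likely due to the compound's own green fluorescence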;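 note: 0% = beads with excess unlabeled GTP and 100% = no-compound control corrected for plate trend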
# Mcl1 Noxa PPI: Mcl-1/Noxa interaction inhibition | Q07820 | TR-FRET Mcl-1/Noxa peptide binding, 2 h | inhibition, % at 21.7 µM | 220,000 tested, 1.5% active | AID 1022;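 active = compounds that cut the protein-peptide binding signal by more than 50% relative to plate controls in a single-dose test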;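 note: His-tagged Mcl-1 with rhodamine Noxa BH3 peptide and terbium anti-His antibody; 0% = Mcl-1 plus Noxa peptide wells and 100% = peptide-only wells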
# Target sequence (Q07820 whole entry, looked up): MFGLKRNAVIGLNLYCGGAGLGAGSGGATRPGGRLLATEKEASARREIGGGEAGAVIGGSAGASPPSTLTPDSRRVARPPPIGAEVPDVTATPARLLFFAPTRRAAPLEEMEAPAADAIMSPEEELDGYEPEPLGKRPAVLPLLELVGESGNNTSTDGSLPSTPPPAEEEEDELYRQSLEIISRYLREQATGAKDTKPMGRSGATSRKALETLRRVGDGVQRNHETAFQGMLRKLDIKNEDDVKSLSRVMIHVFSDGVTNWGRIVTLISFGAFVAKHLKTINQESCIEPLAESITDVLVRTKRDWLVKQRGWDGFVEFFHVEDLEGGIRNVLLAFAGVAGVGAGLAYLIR
# Mcl1-Bid inh: disrupts binding of human Mcl-1 to Bid peptide; inhibition, % at 21.7 µM; AID 1021; TR-FRET Mcl-1/Bid-Dy647 peptide binding, 1536-well; 220,000 tested, 0.97% active;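 active = compounds that cut the binding signal by more than half at the single screening dose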;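 note: His-tagged Mcl-1 with europium anti-His antibody binding Bid BH3 peptide; 0% = Mcl-1 plus peptide wells and 100% = peptide-only wells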
# Pf gamet viab: kills late stage P. falciparum gametocytes | 150,000 tested, 0.065% active | P. falciparum stage V gametocytes, ATP luminescence, 24 h | inhibition, % at 10.9 µM;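 active = inhibition above the mean plus 3 SD of compounds within the control limits, set per campaign, cut at about 38% in these data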;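 note: 0% = DMSO wells and 100% = medium only without gametocytes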
# Avidin bead fluor: compound fluoresces at 488/530 nm on avidin beads; compound fluorescence 488/530 nm, flow cytometry; stronger effect = higher value; fluorescence (KMESF) at 10 µM; 220,000 tested, 0.38% active; AID 1775; in the data active = fluorescence above about 47; note: inactives centre near 10
# Mcl-1 Bim block: disrupts Bim peptide binding to human Mcl-1; Q07820; Bead-based flow cytometry, Bim peptide-Mcl-1 binding; inhibition, % at 10 µM; 190,000 tested, 0.1% active; in the data active = inhibition above about 40%;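 note: 0% = no compound tracer wells and 100% = peptide blocker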
# Cdc42 wt: changes GTP binding to wildtype human Cdc42; P60953; AID 761; percent activity (GTP binding), % at 10 µM; 190,000 tested, 0.2% active; GST-Cdc42 beads, Bodipy-GTP binding, flow cytometry; actives lie on both sides;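 active = percent activity GTP binding at least 20 points away from the 100% baseline, either down as inhibitor or up as activator; inconclusive = compound flagged as likely green fluorescent from well-wide comparison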;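 note: median bead fluorescence of bound Bodipy-FL-GTP at 100 nM; 0% = excess unlabeled GTP control and 100% = no compound control; below 100% means less GTP binding so inhibitor and above means activator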
# Target sequence (P60953 whole entry, looked up): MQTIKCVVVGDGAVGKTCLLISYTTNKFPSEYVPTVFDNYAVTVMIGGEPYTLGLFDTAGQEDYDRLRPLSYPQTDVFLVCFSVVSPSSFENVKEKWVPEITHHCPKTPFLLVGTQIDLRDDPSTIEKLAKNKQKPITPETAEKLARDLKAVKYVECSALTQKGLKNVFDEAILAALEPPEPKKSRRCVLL
# Rac1 wt modul: alters GTP binding to wildtype human Rac1; 190,000 tested, 0.27% active; GST-Rac1 beads, fluorescent GTP binding, flow cytometry; actives lie on both sides; 0 = cold GTP competed, 100 = untreated; P63000; AID 757; GTP binding activity (% of control), % at 10 µM;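 active = GTP binding activity at least 20 points away from the 100% control level, either lower or higher; inconclusive = compound flagged as likely green fluorescent, judged across all proteins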
# Rac1 act GTP bind: human Rac1 activated mutant GTP binding change. P63000. GST-Rac1 activated beads, fluorescent GTP binding, flow cytometry; actives lie on both sides; 100% means binding = to untreated wells. percent activity (GTP binding), % at 10 µM. 190,000 tested, 0.11% active. AID 764;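 active = GTP binding at least 20 percentage points away from the 100% baseline, in either direction, so actives lie on both sides; inconclusive = Compound likely fluorescent itself, or too few beads counted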
# Rab7 wt modul: alters GTP binding to wildtype dog Rab7; GST-Rab7 beads, fluorescent GTP binding, flow cytometry; actives lie on both sides; untreated = 100%, excess cold GTP = 0%; GTP binding activity (percent of control), % at 10 µM; 190,000 tested, 0.055% active;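 active = fluorescent GTP binding to Rab7 beads changed by at least 20 points from the 100% baseline, either direction, mostly lower; inconclusive = compound itself probably fluorescent, or too few beads counted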;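 note: median green fluorescence of bound Bodipy-FL-GTP per Rab7 bead population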
# HRas wt GTP bind: human HRas wildtype GTP binding, change in either direction | P01112 | GST-Ras wt beads, Bodipy-FL-GTP binding, flow cytometry; actives lie on both sides | GTP binding activity, % at 10 µM | 190,000 tested, 0.14% active | AID 759;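 active = GTP binding activity at least 20% away from the 100% baseline, either lowered as inhibitor or raised as activator; inconclusive = flagged as likely green fluorescent, judged across all proteins in the well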;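 note: 0% = unlabeled GTP competition control and 100% = no-compound control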
# Target sequence (P01112 whole entry, looked up): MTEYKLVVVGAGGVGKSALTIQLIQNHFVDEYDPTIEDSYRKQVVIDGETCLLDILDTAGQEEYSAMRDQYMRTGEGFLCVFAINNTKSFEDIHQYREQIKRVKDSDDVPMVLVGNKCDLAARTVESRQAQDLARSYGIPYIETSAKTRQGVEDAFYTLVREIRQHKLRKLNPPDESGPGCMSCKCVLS
# Active calls of the source: *; ? = inconclusive; · = not tested or not shown.
SMILES,Rab2A wt mod,Mcl1 Noxa PPI,Mcl1-Bid inh,Pf gamet viab,Avidin bead fluor,Mcl-1 Bim block,Cdc42 wt,Rac1 wt modul,Rac1 act GTP bind,Rab7 wt modul,HRas wt GTP bind
COc1ccc(NC(=O)C(c2ccccc2)N(C)C(=O)CNC(C)=O)cc1 (centres undefined),102,17,-11,·,25,-4,104,105,101,100,101
O=C(CSc1ccc2ccccc2n1)NCc1ccc2c(c1)OCO2,99,20,-16,6,0,-3,99,109,100,99,97
O=C(CN1CCc2ccccc2C1)Nc1cccc(S(=O)(=O)N2CCCC2)c1,97,12,8,-27,11,-2,94,96,96,91,98
CCN(CC)c1nc(Nc2ccccc2)nc(Oc2ccc(C(=O)OC)cc2)n1,98,21,5,·,10,0,97,97,96,96,98
Cc1ccc(S(=O)(=O)Oc2ccc(/C=N/NC(=O)c3cccnc3)cc2)cc1,98,-1,-6,8,9,-2,98,101,98,105,101
Cc1ccc(CC(=O)NC(C)CCc2ccccc2)cc1 (centres undefined),97,4,-12,·,17,-4,98,97,97,100,98
COc1cccc(-c2nnc(SCC(=O)N3CCCc4ccccc43)o2)c1,98,21,-19,11,17,-2,98,98,97,98,98
Cn1c(-c2ccccc2)cnc1SCC(=O)NCc1ccco1,99,10,-23,9,14,-2,101,100,100,102,99
CC(=O)c1ccc(NC(=O)/C(=C\c2ccccc2)NC(=O)/C=C/c2ccccc2)cc1,103,-9,-12,-20,13,-3,105,107,101,105,103
CN(C)c1ccc(NC(=O)CSc2nc3ccccc3c(=O)n2C2CCCCC2)cc1,104,20,-21,·,9,-2,104,112,101,105,103
O=C(NCCC1=CCCCC1)C1CCN(Cc2cnn(-c3ccccc3)c2-n2cccc2)CC1,102,-28,-25,·,6,2,104,103,99,102,102
Nc1nncn1C(=O)c1ccc(Cl)cc1Cl,96,14,7,·,7,-4,95,103,95,100,96
Cc1ccc(N=C2NC(=O)/C(=C/C=C/c3ccco3)S2)cc1,97,82*,-47,·,1,3,96,100,97,98,96
CN1CCc2c(sc(N)c2C(=O)O)C1,94,18,-12,8,12,1,94,96,97,94,94
CCN(CC)S(=O)(=O)c1cc(C(=O)OCC(=O)Nc2c(F)cccc2F)ccc1F,100,-14,-23,4,14,-1,101,105,101,97,102
O=C1c2ccccc2C(=O)c2c1cccc2N1CCCC1,?,17,-60,14,2,-2,?,?,?,?,?
CCOC(=O)C1=C(C)N(c2ccccc2)C(=O)/C1=C\c1cccs1,98,9,-15,16,13,2,98,102,97,101,100
O=S(=O)(NCCCc1ccccc1)c1ccc(Cl)cc1,95,5,16,-20,13,-16,97,100,97,101,98
COc1ccc(C2C([N+](=O)[O-])=C(C)N(C)C(=O)N2C)cc1OC (centres undefined),99,17,-13,-4,20,-1,95,97,95,102,100
CN(C(=O)c1ccno1)c1nnc(-c2cccnc2)s1,103,21,-18,10,16,1,105,103,100,99,103
COc1cc2c(cc1NC(=O)c1cncc(Br)c1)oc1ccccc12,100,1,-10,-20,14,-3,104,105,97,100,99
Cc1c(C#N)c(NC(=O)CCl)n(Cc2ccc(F)cc2)c1C,93,15,-4,-4,9,-5,95,99,92,90,95
COc1ccc(C(=O)CC(=O)C(=O)NCCc2cccc(C)c2)cc1,99,-29,-20,15,12,-3,97,103,98,100,100
CS(=O)(=O)N(CCc1ccccc1)CC(=O)N1CCN(c2ccccc2F)CC1,99,6,2,-1,2,-1,96,101,99,96,97
COc1cc(NC(=S)NC(=O)c2ccc(F)cc2)ccc1NC(=O)c1ccco1,102,12,-3,5,15,-2,102,100,102,99,101
CCOCC(O)CS(=O)Cc1ccccc1 (centres undefined),100,0,-8,·,8,1,102,103,97,95,101
O=C1c2ccccc2C(O)N1Cc1ccc2c(c1)OCO2 (centres undefined),104,4,-5,·,7,-4,104,110,101,103,101
COc1cc(NC(=O)C2CCC(CNc3c(N4CCC(C)CC4)c(=O)c3=O)CC2)cc(OC)c1 (centres undefined),99,18,-20,·,5,5,101,102,99,96,96
CC(C)NC(=O)c1ccccc1NC(=O)CCc1ccccc1,96,-53,3,10,16,-6,96,100,96,95,97
CCc1ccc(NC(=O)c2cc(CC(C)C)on2)cc1,99,2,-6,·,7,-1,101,103,100,97,99
CCC(O)(CC)C(=O)N=Nc1c(O)[nH]c2ccccc12,100,0,1,12,9,1,107,103,98,98,101
O=C(NNC(=O)c1sccc1-n1cccc1)c1ccccc1,94,18,0,-14,13,-3,97,96,95,92,98
CC(C)(C)C1C=C(Sc2ccccc2)C(=O)O1 (centres undefined),99,4,-4,26,11,-3,96,102,100,100,101
Cn1c(C(F)(F)F)nc2c(=O)oc3ccccc3c21,92,-11,-36,·,16,-1,98,97,96,92,94
CCN1C(=O)c2ccccc2S(=O)c2ccc(C(=O)NCc3ccccn3)cc21 (centres undefined),98,-3,4,·,5,0,95,98,100,97,97
C=C(C)Cn1c(C2CC(=O)N(c3ccccc3F)C2)nc2ccccc21 (centres undefined),100,15,-8,·,6,-4,103,103,98,97,100
Cc1nc2sc(C(c3ccco3)N3CCN(c4ccccc4F)CC3)c(O)n2n1 (centres undefined),99,4,-15,·,22,-2,100,103,98,100,101
CCCCOc1ccc(C(=O)C(CN2CCOCC2)c2ccccc2)cc1 (centres undefined),103,31,18,-8,19,-8,103,105,100,99,102
Cc1ccc(NC(=O)CN(c2ccccc2)S(=O)(=O)N(C)C)cc1C,101,33,-12,12,20,-6,102,102,97,99,102
CC(C)(C)C1CCC2(CC1)NC(CO)(CO)CO2 (centres undefined),101,-11,-9,·,8,-1,101,99,99,100,101
Cn1c(COc2ccc3ccccc3c2)nnc1SCC(=O)OC1CCCCC1,99,2,4,·,5,1,98,104,96,100,100
COc1ccc(-c2noc(CCC(=O)NCCN3CCN(c4ccccc4F)CC3)n2)cc1,100,11,3,-3,11,-1,102,105,100,101,99
COC(=O)c1nn(-c2cccc(C)c2)c2nnc(Cc3ccc(C)cc3)c(=O)n12,99,20,-15,21,3,1,100,100,99,99,101
CSc1nc(C)cc(C)c1S(=O)(=O)c1ccccc1C,96,36,33,-3,33,-1,99,96,95,96,96
CCOC(=O)c1c(NC(N)=O)sc(C)c1C,100,-4,-67,1,11,-1,107,108,99,101,103
O=C(O)c1ccc(NS(=O)(=O)c2ccc3c(c2)C2C=CCC2C(c2ccccc2F)N3)cc1 (centres undefined),88,93*,4,·,5,-1,81,90,84,98,88
Cc1nnc2ccc(N3CCN(C(=O)c4ccccc4)CC3)nn12,101,10,-12,·,7,0,102,102,98,101,100
Cc1noc(C)c1CSc1nc2ccccc2s1,98,6,-12,-24,25,0,99,97,93,99,100
O=C(NC1CCCCC1)Nn1c(-c2ccccc2)nc2ccccc2c1=O,100,14,5,·,14,-4,102,101,100,97,96
CCn1c(SCC(=O)NCCc2ccccc2)nnc1-c1ccco1,102,-3,-3,·,8,0,103,109,100,100,102

# Other structures:
SMILES,Rab2A wt mod,Mcl1 Noxa PPI,Mcl1-Bid inh,Pf gamet viab,Avidin bead fluor,Mcl-1 Bim block,Cdc42 wt,Rac1 wt modul,Rac1 act GTP bind,Rab7 wt modul,HRas wt GTP bind
CCc1ccccc1N(CC)C(=O)CCc1nc(-c2ccc(C)cc2)no1,101,16,8,14,19,2,97,102,100,101,101
CN1CCN(S(=O)(=O)c2ccc(N3CCN(S(=O)(=O)/C=C/c4ccccc4)CC3)nc2)CC1,101,4,-7,-7,12,-8,105,106,103,98,101
O=C(Nc1nnc(SCC(=O)N2CCCc3ccccc32)s1)c1cccc2ccccc12,92,-6,-12,11,14,-3,94,96,95,98,96
CCc1ccccc1Nc1nc(N)nc(CSCC(=O)c2cc(C)n(C)c2C)n1,102,10,-36,·,6,-1,103,105,99,103,103
c1cnc(NCCNc2ncccn2)nc1,98,27,-4,-8,11,-7,103,106,100,99,100
COc1ccc2c(c1)c(C(O)CN1CCN(Cc3ccc4c(c3)OCO4)CC1)c(C)n2C (centres undefined),101,-3,-34,·,27,0,101,103,100,97,99
CCOC(=O)Cc1csc(NC(=O)c2ccc(S(=O)(=O)N3CCOCC3)cc2)n1,99,-2,-8,-15,8,-3,103,103,98,96,99
COC(=O)c1cccc(NC(=O)c2cc3sccc3n2C)c1,97,10,-36,·,26,-1,99,101,99,95,98
CCOC(=O)c1cc2occc2n1CC(=O)NC1CCC(C)CC1 (centres undefined),100,-1,-59,·,12,3,105,107,100,100,100
CCn1c(SCC(=O)NNC(=O)c2ccc(C)cc2)nnc1-c1ccco1,102,4,-25,9,11,-2,101,100,98,102,100
S=C(NCCc1ccncc1)Nc1cccc2ccccc12,96,15,12,-7,7,-6,96,99,98,96,96
O=C(CN1CCCCCC1)N/N=C/c1cccc(Cl)c1,101,7,1,0,4,-2,100,100,101,98,100
CC1CCN(S(=O)(=O)c2ccc(NC(=O)CN3CCOCC3)cc2)CC1,94,9,-6,5,8,0,97,95,93,92,94
O=C(Nc1ccccc1-c1nc2ccccc2[nH]1)c1ccc(N2C(=O)CCC2=O)cc1,102,4,14,8,9,1,95,96,94,110,98
CC(=O)Nc1ccc(-n2nnnc2SCC(=O)N2CCN(C(=O)c3ccco3)CC2)cc1,102,-9,-30,·,15,1,102,104,101,102,101
COC(=O)c1ccc(N2CCN(C(C)=O)CC2)c(NC(=O)c2cccnc2)c1,99,-7,-37,-24,11,-2,95,98,96,100,98
Cc1nn(CC(=O)Nc2ccc3c(c2)nc(CN2CCCC2)n3C)c(=O)c2ccccc12,96,4,-29,·,12,1,94,101,98,96,98
O=C(CSC1CC(=O)N(CC(c2ccccc2)c2ccccc2)C1=O)Nc1ccc(Cl)cc1 (centres undefined),97,-2,-6,·,10,-1,96,95,95,98,98
CCCc1cc(C(=O)N(C2CCCCC2)C2CCCCC2)no1,100,-7,-10,·,6,0,99,98,97,98,100
CC(=O)c1ccc(NC(=O)C(C)N2CCN(C/C=C/c3ccccc3)CC2)cc1 (centres undefined),?,10,-4,10,38,·,?,?,?,?,?
O=C(NCCc1ccc(Cl)cc1)c1cccnc1,97,8,-1,·,4,1,100,101,98,97,100
O=C(NCc1ccco1)c1cccs1,108,-5,-20,-17,9,0,111,114,103,104,106
O=C(CSCc1ccc(Br)cc1)Nc1ccc(S(=O)(=O)N2CCCCCC2)cc1,96,3,1,·,6,-4,96,97,96,91,95

# Screening data: PubChem, several laboratories
